FBPA coupling cs: qHTS Assay for Inhibitors of Fructose-1,6-bisphosphate Aldolase from Giardia Lamblia: Coupling assay counterscreen. 290,000 tested, 0.67% active. coupling enzyme system counterscreen, AmpLite Red fluorescence. activity change, negative = inhibition, % at 58.2 µM, hits read low; in the data active = activity change below about -30%; note: % is set by controls: 0 for no effect and ±100 for the full control effect
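Activity here indicates interference with the coupling reaction, not aldolase inhibition. Compounds at 57.5 uM final met coupling enzymes for 10 min at RT; substrate and AmpLite Red detection followed, with a 525/598 nm fluorescence read after 20 min.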
Tb PFK inh: qHTS Assay to Find Inhibitors of T. brucei phosphofructokinase; ATP-dependent 6-phosphofructokinase (Trypanosoma brucei brucei), O15648; T. brucei PFK, ADP-Glo luminescence; Potency, µM (series often up to 57.5 µM), without a hit: at the highest dose activity, negative = inhibition, usual class: inhibitors; 330,000 tested, 0.17% active; AID 485367, 2010;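 note: potency is the fitted concentration of half-maximal effect; 0% = uninhibited 1x PFK enzyme wells and -100% = no-enzyme wells; nearly all actives have a fitted effect of over 60% in size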
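In TEA buffer at pH 8.0 with 5 mM MgCl2, enzyme (1.25 nM) converted F6P (0.5 mM) and ATP (0.1 mM) for 45 min at room temperature. ADP product was read by luciferase luminescence.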
GALK inhibitor: qHTS Assay for Inhibitors of Human Galactokinase (GALK) | P51570 | AID 1868, 2009 | Purified GALK, Kinase-Glo residual ATP luminescence | Potency, µM (highest dose often 57.5 µM), inactives show at the highest dose activity change, negative = inhibition, actives largely listed as inhibitors | 270,000 tested, 0.007% active; note: potency is the fitted concentration of half-maximal effect; % is set by controls: 0 for no effect and ±100 for the full control effect
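Kinase-Glo Plus luminescence measured ATP left after a 1 h room-temperature reaction. The reaction used 5 nM GALK, 100 uM galactose and 35 uM ATP at pH 8.0 (20 mM HEPES, 5 mM MgCl2, 60 mM NaCl, 1 mM DTT, 0.01% BSA).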
TCR act: Activators of T cell receptors: qHTS campaign; Potency, µM (doses to about 9.22 µM), for inactives: at the highest dose activation of IL-2 secretion, hits mostly activators; 330,000 tested, under 10 active; primary human leukocytes, anti-CD3, IL-2 HTRF, 48 h; note: % of control where 0% means no effect
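1) Mix primary human leukocytes, a-CD3 beads and compound. 2) Incubate 48 hr. 3) Add HTRF IL-2 reagents (a-IL-2-K, a-IL-2-d2).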
Chronic BCR inh: qHTS Assay to Find Inhibitors of Chronic Active B-Cell Receptor Signaling; ABC-DLBCL IkBa-CBG/CBR reporter, luminescence ratio, 4 h; Potency, µM (highest dose often 46.1 µM), inactives show top-dose ratio change, negative = lower green/red ratio, usual class: inhibitors; 340,000 tested, 0.05% active; AID 493014, 2011; active = well fitted inhibition curve with a large enough effect in the signal ratio, with a control signal flat, not every such curve was filed as active; inconclusive = small, poorly fitted or top-dose-only effect, or effect the other way, or a change in a side signal; the % refers to the signal ratio;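 note: potency is the fitted concentration of half-maximal effect; plate controls were basal doxycycline-induced cells for no effect and cells given 10 µM MG132 for full effect; MG132 reads +100%, hits lower the ratio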
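Compounds up to 46 uM were incubated four hours with TMD8 cells whose green CBG68 luciferase is fused to IkappaBalpha; red CBR luminescence normalised the signal, and concentration-effect curves were fitted to fusion, red and ratio data.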
A-T KAP1 phos: qHTS Assay for Identifying a Potential Treatment of Ataxia-Telangiectasia; 320,000 tested, 0.19% active; AID 485349, 2010; […] A-T fibroblasts, KAP-1 phosphorylation AlphaLISA; neocarzinostatin DNA damage 30 min before lysis; Potency, µM (highest dose often 57.5 µM), without a hit: top-dose activation, actives largely listed as activators; note: potency is the fitted concentration of half-maximal effect; % of control where 0% means no effect; nearly all actives have a fitted effect of over 45% in size
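ATM-like activity read as KAP-1 phosphorylation via AlphaLISA donor/acceptor antibody pairs after lysis and 6 hr at 25C. Cells were ATM-null patient fibroblasts ([…], hTERT), dosed 60 min, then exposed to the DSB inducer NCS for 30 min.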
hERG WT inh: qHTS for Inhibitors of KCHN2 3.1: Wildtype qHTS; U2OS, BacMam KCNH2, thallium flux FluxOr; active compounds read low; activity change, % at 1.84 µM; 340,000 tested, 0.37% active; AID 720551, 2013;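 active = maximum activity change below -70%; inconclusive = maximum activity change between -70% and -50%; inactive = maximum activity change above -50%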; note: % is set by controls: 0 for no effect and ±100 for the full control effect
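U2OS cells transduced with wild-type KCNH2 virus are loaded with FluxOr dye for 45 min, and thallium flux is measured in kinetic reads before and after stimulation buffer. Rate constants are normalized to DMSO controls.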
TSHR antagonist: Antagonists of the Thyroid Stimulating Hormone Receptor: HTS campaign; TSHR-expressing cells, TSH-stimulated cAMP HTRF, 2 h; active compounds read low; activity change, negative = inhibition, % at 11.5 µM; 330,000 tested, 0.2% active; Thyrotropin receptor (Homo sapiens), P16473;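 active = activity change below a set negative limit, meaning inhibition stronger than a set level, cut at about -70% in these data; inconclusive = activity change between two set negative limits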; note: % is set by controls: 0 for no effect and ±100 for the full control effect
Target sequence (P16473 whole entry, looked up): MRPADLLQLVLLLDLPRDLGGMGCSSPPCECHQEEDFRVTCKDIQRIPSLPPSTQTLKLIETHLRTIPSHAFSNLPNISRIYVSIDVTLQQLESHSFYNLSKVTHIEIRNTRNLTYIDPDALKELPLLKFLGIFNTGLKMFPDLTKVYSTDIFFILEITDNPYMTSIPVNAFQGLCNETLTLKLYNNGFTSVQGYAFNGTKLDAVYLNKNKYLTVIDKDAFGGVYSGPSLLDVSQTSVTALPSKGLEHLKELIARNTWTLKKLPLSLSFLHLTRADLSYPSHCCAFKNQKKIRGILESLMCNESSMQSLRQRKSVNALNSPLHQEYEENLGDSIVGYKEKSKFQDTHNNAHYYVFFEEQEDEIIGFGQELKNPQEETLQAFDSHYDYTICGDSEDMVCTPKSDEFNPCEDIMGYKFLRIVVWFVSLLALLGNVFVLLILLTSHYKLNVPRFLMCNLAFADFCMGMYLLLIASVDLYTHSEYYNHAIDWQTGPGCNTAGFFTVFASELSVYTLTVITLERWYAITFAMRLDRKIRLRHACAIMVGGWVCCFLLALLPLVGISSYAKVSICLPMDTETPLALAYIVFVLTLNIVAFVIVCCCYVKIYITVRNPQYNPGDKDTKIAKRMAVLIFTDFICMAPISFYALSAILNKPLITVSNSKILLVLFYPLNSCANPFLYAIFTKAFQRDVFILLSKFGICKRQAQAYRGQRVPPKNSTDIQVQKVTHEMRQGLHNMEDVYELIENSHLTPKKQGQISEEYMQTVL
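Inhibition of cAMP made by TSHR-expressing cells under TSH stimulation (4nM final, EC80; 2 h, 37 deg C) is quantified with a one-step lysis HTRF kit, anti-cAMP cryptate versus cAMP-d2.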
Giardia kill: Small Molecules that selectively kill Giardia lamblia: qHTS; Giardia lamblia trophozoite viability; AID 540267, 2011; activity change, % at 7.66 µM, hits read low; 340,000 tested, 0.15% active; in the data active = activity change below about -80%; inconclusive = between about -30% and that limit;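 note: parasites exposed to compound for two days anaerobically before the ATP read; % is set by controls: 0 for no effect and ±100 for the full control effect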
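Media and compound were dispensed first, then trophozoites at 100 cells/well; plates sat 48 hrs at 37 deg C without oxygen before ATP luminescence reagent was added and read after 15-30 min at room temperature.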
MLL CXXC-DNA inh: qHTS Fluorescence Polarization Assay for Inhibitors of MLL CXXC domain - DNA interaction; Potency, µM (top dose mostly 115 µM), for inactives: at the top dose activity change, negative = inhibition, hits mostly inhibitors; MLL-CXXC / FITC-HOXA9 DNA fluorescence polarization; 290,000 tested, 0.037% active; active = well fitted inhibition curve with a large enough effect in the polarisation, with a control signal flat, not every such curve was filed as active; inconclusive = small, poorly fitted or top-dose-only effect, or effect the other way, or a change in a side signal; inactive = no such curve, though single readings can be large or run the other way; the % refers to the polarisation; note: potency is the fitted concentration of half-maximal effect
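Fluorescence polarization: 7 uM MLL-CXXC (stock) preincubated 5 min with compounds, then 50 nM fluorescein-HOX-A9 DNA (stock) added; 30 min ambient. Buffer 50 mM Tris-HCl pH 7.5, 50 mM NaCl, 1 mM DTT, 0.05% BSA.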
The depositor's hits bear a star; ? = inconclusive; nt = no result given; [ ] = another dose, or the depositor's remark. Unless noted, calls come from the whole dose curve; as a rule, active = well fitted curve in the direction sought with a large enough effect; inconclusive = small, poorly fitted or top-dose-only effect, or another doubt; inactive = no such curve, though single readings can be large; an effect the other way counts as inactive or inconclusive. Rows are unselected. Share with any hit: about 1.6%.

Structure,FBPA coupling cs,Tb PFK inh,GALK inhibitor,TCR act,Chronic BCR inh,A-T KAP1 phos,hERG WT inh,TSHR antagonist,Giardia kill,MLL CXXC-DNA inh
O=C(NCc1ccc(N2CCCC2=O)cc1)C1CCC(=O)N(Cc2ccccc2F)C1 (stereo not drawn),0,-25%,2%,2%,-3%,-1%,6,-12,1,3%
O=C1CCCc2c1[nH]c1ccc(CN3CCCCC3)cc21,1,4%,3%,0%,?,4%,22,6,7,11%
Cc1nn(-c2ccc(Cl)cc2Cl)c(=O)c2ccccc12,0,0%,0%,1%[46.1 µM],?,-3%,-13,-10,-8,-8%
Cc1cn2c(=O)c(C(=O)N3CCN(c4ccccc4Cl)CC3)cnc2s1,nt,-13%,nt,-4%,-11%,-2%,-4,-4,-11,nt
NC(=O)CNC(=O)[C@@H]1CC2(CC(c3ccc(Cl)cc3)=NO2)CN1C(=O)c1ccc(Br)cc1 (stereo partly drawn),-6,-15%,nt,4%,-1%,5%,0,nt,-5,-4%
COc1ccc2cc(C(=O)N3CCN(Cc4ccc5c(c4)OCO5)CC3)[nH]c2c1,nt,1%,-9%,1%,?,20%,4,-15,-3,13%
CC(=O)C1=C(c2ccccc2)NC(=O)NC1c1ccc2c(c1)OCO2 (stereo not drawn),5,-3%,2%,nt,1%,-5%,1,3,-3,14%
COCc1c(C(=O)N2CCN(c3ccc(C(F)(F)F)cn3)CC2)oc2ccccc12,0,-2%,0%,-3%,-14%,5%,-3,-10,-20,0%
CCc1ccccc1N1CSC2=C(C#N)C(c3cc(OC)c(OC)cc3OC)CC(=O)N2C1 (stereo not drawn),-52*,-27%,-1%,-4%,3%,0%,-9,4,22,-5%
CC(NCC(c1ccco1)N1CCCCC1)C(=O)NC1CCCC1 (stereo not drawn),-1,-6%,-2%,4%,-5%,2%,-10,6,-23,20%

(cont.)
Structure,FBPA coupling cs,Tb PFK inh,GALK inhibitor,TCR act,Chronic BCR inh,A-T KAP1 phos,hERG WT inh,TSHR antagonist,Giardia kill,MLL CXXC-DNA inh
Cc1ccc(S(=O)(=O)NCCC(=O)N(C)Cc2cccs2)cc1,nt,-1%,nt,6%,-1%,5%,-5,10,4,nt
CCCCNC(=S)Nc1ccc(OC)nc1,-3,0%,-1%,10%,0%,10%,1,-6,-9,-29%
Cc1ccc(-c2csc3nc4cc(C(N)=O)ccc4c(=O)n23)cc1,0,-4%,-1%,-6%,-1%,-23%,-4,-3,-8,-12%
Cc1c(-c2ccco2)[n+](=O)c2c(n1[O-])CCCCC2,1,-2%,2%,-1%,5%,5%,-15,-8,15,-4%
O=S(=O)(NCCc1ccccn1)c1cccs1,2,0%,0%,-3%,-10%,4%,-11,13,3,-2%
Cc1ccc2[nH]c(=O)cc(C(=O)OCC(=O)c3ccccc3)c2c1,2,-16%,1%,1%[46.1 µM],3%,-1%,0,9,10,16%
O=[N+]([O-])c1ccc(Cl)cc1N/N=C/c1ccncc1,0,0%,-5%,nt,1%,5%,4,-2,4,1%
c1ccc(-c2cnc(CN3CCN(c4ccccc4)CC3)o2)cc1,-1,-1%,0%,-6%,6%,1%,-1,-5,8,8%
O=C(COc1cnc2ccccc2n1)NCCC1=CCCCC1,8,-2%,2%,-1%,-29%,0%,-19,3,-9,4%
COc1cccc(-c2nc(=S)c3c(o2)CCCC3)c1,2,-1%,0%,-1%,0%,5%,-21,14,-10,12%

(continued)
Structure,FBPA coupling cs,Tb PFK inh,GALK inhibitor,TCR act,Chronic BCR inh,A-T KAP1 phos,hERG WT inh,TSHR antagonist,Giardia kill,MLL CXXC-DNA inh
COc1ccc(N=Cc2nc(-c3ccco3)oc2O)cc1,0,-2%,1%,0%[46.1 µM],?,nt,3,-6,-4,14%
CC(C)(C)C1=Nn2c(nnc2-c2n[nH]c3c2CCC3)SC1,-2,-3%,0%,2%,?,-10%,-1,5,0,0%
COc1ccc(NC(=O)/C(C#N)=C/c2ccc(Sc3nncn3C)c([N+](=O)[O-])c2)cc1,0,-9%,5%,nt,?,-2%,-1,-4,-8,2%
Cc1ccc(S(=O)(=O)N2CCC(C(=O)NNC(=O)C3CC3)CC2)cc1Cl,2,-3%,2%,2%,1%,2%,5,0,-1,-29%
O=C(COC(=O)c1ccc2c(c1)S(=O)(=O)N=C1CCCCCN12)NCc1cccs1,3,-1%,-1%,2%,?,-11%,4,16,?,-6%
CCC1SC2=NCCN2C1(O)c1ccc(Cl)cc1 (stereo not drawn),0,0%,-1%,3%,-3%,-4%,13,6,8,8%
O=C(O)CSc1nnc(-c2cccc(S(=O)(=O)N3CCOCC3)c2)n1-c1ccc(F)cc1,nt,-4%,nt,-6%,-1%,-14%,-24,nt,32[activator],nt
O=C1CC2c3ccccc3C1C1C(=O)N(Cc3ccccc3)C(=O)C21 (stereo not drawn),1,0%,-2%,-2%,2%,2%,-10,23,24,?
CC1(c2nnc(-c3ccc(F)cc3)o2)CC(c2c(Cl)cccc2Cl)=NO1 (stereo not drawn),4,-1%,-2%,2%,-1%,-10%,2,-2,-1,2%
Cc1ccnc(NS(=O)(=O)c2ccc(NC(=O)c3ccc(S(=O)(=O)N4CC(C)OC(C)C4)cc3)cc2)n1 (stereo not drawn),5,5%,3%,5%[46.1 µM],2%,-6%,5,6,21,11%

Further structures:
smiles	FBPA coupling cs	Tb PFK inh	GALK inhibitor	TCR act	Chronic BCR inh	A-T KAP1 phos	hERG WT inh	TSHR antagonist	Giardia kill	MLL CXXC-DNA inh
C=CCn1c(-c2ccoc2C)n[nH]c1=S	-6	-6%	-2%	nt	-12%	6%	-7	16	-3	-6%
O=C(NCc1ccncc1)c1cc(S(=O)(=O)N2CCOCC2)c(Cl)cc1Cl	nt	-7%	nt	0%	4%	5%	-7	-17	-6	nt
C[N+]1([O-])[C@@H]2Cc3cc4c(cc3[C@@H]1Cc1cc3c(cc12)OCO3)OCO4 (stereo partly drawn)	-2	-5%	4%	0%	-5%	-10%	-2	12	3	-7%
COc1ccc(C2(C)NC(=O)N(CC(=O)Nc3c(C)n(C)n(-c4ccccc4)c3=O)C2=O)cc1 (stereo not drawn)	nt	-1%	nt	-3%	-4%	2%	0	-8	-16	nt
O=C(NNc1ccc([N+](=O)[O-])cc1)C1CC2CCCC(C1)C2=O (stereo not drawn)	-1	1%	3%	7%	-3%	1%	0	14	7	3%
CCCCn1c(=O)[nH]c(=O)c2c1nc(-c1ccsc1)n2Cc1ccccc1	-1	-1%	-7%	2%	-22%	-1%	-1	-3	2	1%
CCOCC(=O)Nc1cc(Cl)c(OC)cc1OC	0	7%	2%	nt	?	1%	nt	2	nt	3%
Cc1ccccc1NC(=O)c1ccc2c(c1)OCCO2	0	1%	-1%	-2%	?	2%	2	-13	-6	-5%
COc1cccc(C(C)N(C)Cc2nc(COc3ccccc3)no2)c1 (stereo not drawn)	3	0%	-2%	-2%	-1%	-8%	-4	-18	0	-28%
Cc1ccccc1NC(=S)NNc1ncc(C(F)(F)F)cc1Cl	3	0%	2%	4%	20%	3%	29	9	6	-6%

Random excerpt: two entries already listed, in no set order.
smiles	FBPA coupling cs	Tb PFK inh	GALK inhibitor	TCR act	Chronic BCR inh	A-T KAP1 phos	hERG WT inh	TSHR antagonist	Giardia kill	MLL CXXC-DNA inh
Cc1ccccc1NC(=O)c1ccc2c(c1)OCCO2	0	1%	-1%	-2%	?	2%	2	-13	-6	-5%
COc1ccc(C2(C)NC(=O)N(CC(=O)Nc3c(C)n(C)n(-c4ccccc4)c3=O)C2=O)cc1 (stereo not drawn)	nt	-1%	nt	-3%	-4%	2%	0	-8	-16	nt

Sorted by the number under TCR act (highest first): 4 of the compounds above.
structure	TCR act
O=C(NNc1ccc([N+](=O)[O-])cc1)C1CC2CCCC(C1)C2=O (stereo not drawn)	7%
Cc1ccccc1NC(=S)NNc1ncc(C(F)(F)F)cc1Cl	4%
COc1cccc(C(C)N(C)Cc2nc(COc3ccccc3)no2)c1 (stereo not drawn)	-2%
COc1ccc(C2(C)NC(=O)N(CC(=O)Nc3c(C)n(C)n(-c4ccccc4)c3=O)C2=O)cc1 (stereo not drawn)	-3%

Assay outcomes from PubChem.
